# Screening data from PubChem.
# ST2 inh: IL1RL1 inhibition | inhibition, % for hits at 17 µM | 78,000 compounds, 2.3% hits | Q01638 | AID 1259354 | AlphaLISA ST2-Fc/biotin-IL-33 interaction, 1 h; in the data active = inhibition above about 30%; inconclusive = mostly about 10% to 28%
# Target sequence (Q01638 whole entry, looked up): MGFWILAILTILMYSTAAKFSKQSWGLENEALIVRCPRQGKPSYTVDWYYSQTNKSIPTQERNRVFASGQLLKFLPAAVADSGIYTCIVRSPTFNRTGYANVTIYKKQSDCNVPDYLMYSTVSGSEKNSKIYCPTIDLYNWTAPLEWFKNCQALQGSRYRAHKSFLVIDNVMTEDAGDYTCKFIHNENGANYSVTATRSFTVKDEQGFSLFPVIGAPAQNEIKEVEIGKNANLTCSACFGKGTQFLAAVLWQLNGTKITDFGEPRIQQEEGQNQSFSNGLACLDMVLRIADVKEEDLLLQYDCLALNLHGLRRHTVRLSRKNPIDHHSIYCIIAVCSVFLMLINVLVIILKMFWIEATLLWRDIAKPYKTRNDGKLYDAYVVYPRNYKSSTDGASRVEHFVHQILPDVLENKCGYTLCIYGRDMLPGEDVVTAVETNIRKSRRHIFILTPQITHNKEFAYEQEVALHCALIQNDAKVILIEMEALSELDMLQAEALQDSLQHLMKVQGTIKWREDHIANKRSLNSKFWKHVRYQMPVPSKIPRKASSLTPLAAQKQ
# Active calls of the source: *; i = inactive; ? = inconclusive.
SMILES,ST2 inh
NS(=O)(=O)c1ccc(CCNS(=O)(=O)c2ccc3c(c2)CCCC(=O)N3)cc1,i
O=C(c1cc2ccccc2oc1=O)N1CCSC1c1ccc2c3c(cccc13)CC2 (centres undefined),i
CN(C)C(=O)c1cncc(N2CC[C@@H](c3ccc4ccccc4c3)[C@H](O)C2)n1,?
Cn1c(=O)[nH]c2nnc(-c3ccc(Cl)c(Cl)c3)nc2c1=O,i
COC(=O)[C@@H]1Cc2c([nH]c3ccccc23)[C@H]2C[C@@H](NCCO)C[C@@H](c3ccccc3)N21,i
CCc1ccc(-c2nc(CN3CCC(C(=O)N4CCN(c5ccccn5)CC4)CC3)c(C)o2)cc1,?
C=CCc1cccc2cc(C(=O)Nc3ccc(OCC)cc3)c(=O)oc12,?
N#CC1=C(SCC(=O)Nc2ccccc2)NC(=O)CC1c1ccco1 (centres undefined),i
CC(C)N1CC2(c3ccccc3)CN(C(C)C)CC(c3ccccc3)(C1)C2=O,?
COc1ccc(C2NC(=O)c3c(sc4c3CCN(C)C4)N2)cc1OC (centres undefined),?

# Reprinted at random: 7 entries already listed.
SMILES,ST2 inh
CC(C)N1CC2(c3ccccc3)CN(C(C)C)CC(c3ccccc3)(C1)C2=O,?
N#CC1=C(SCC(=O)Nc2ccccc2)NC(=O)CC1c1ccco1 (centres undefined),i
Cn1c(=O)[nH]c2nnc(-c3ccc(Cl)c(Cl)c3)nc2c1=O,i
COC(=O)[C@@H]1Cc2c([nH]c3ccccc23)[C@H]2C[C@@H](NCCO)C[C@@H](c3ccccc3)N21,i
NS(=O)(=O)c1ccc(CCNS(=O)(=O)c2ccc3c(c2)CCCC(=O)N3)cc1,i
COc1ccc(C2NC(=O)c3c(sc4c3CCN(C)C4)N2)cc1OC (centres undefined),?
CN(C)C(=O)c1cncc(N2CC[C@@H](c3ccc4ccccc4c3)[C@H](O)C2)n1,?

# Remaining list, next part.
SMILES,ST2 inh
CC1(C)CC(=O)C2=C(C1)Nc1cc(Cl)ccc1S2,?
CC(=O)Nc1ccc(C(=O)Nc2ccc(NC(C)=O)cc2Cl)cc1,i
Cc1cccnc1NC(=O)c1c(O)c2ccccc2[nH]c1=O,i
Cc1ccc(NC(=O)c2cc(C3CC3)on2)cc1C,i
COc1ccc(CN2CCc3c([nH]c4ccccc34)C2)cc1C,i
O=C1NC(=O)/C(=C\c2ccc(Cl)cc2Cl)S1,31%*
O=C1N(Cc2ccccc2)c2ccccc2C12Oc1ccccc1C1CC(c3ccco3)=NN12 (centres undefined),?
COc1ccccc1N1CCN(C2CCCN(Cc3cc(C)c(C)o3)C2)CC1 (centres undefined),i
Cc1c(CCO)c2ccccc2n1-c1ccccc1,i
Cc1nc2cc(-c3ccccc3)nn2c(C)c1CCC(=O)N1CCCC1,i
CCC1Oc2ccccc2C2CC(c3cccs3)=NN12 (centres undefined),?
Cc1noc(C)c1S(=O)(=O)N1CCOC(CCc2ccccc2)C1 (centres undefined),i
COc1cccc(C(=O)Cn2c(NCCCO)nc3ccccc32)c1,i
C=CCc1ccccc1OCC(O)CN1CCN(C)CC1 (centres undefined),i
CCn1cc(SCC(=O)N2CCc3ccccc32)c2ccccc21,i
C/C(=C\c1ccccc1)CN1CCCC1c1nc(-c2ccncc2)no1 (centres undefined),i
N#Cc1ccccc1N1C(=O)Nc2cc(Cl)c(Cl)cc2N1O,i
COc1cccc(NC(=O)N2CC[C@H]3CC(=O)N(c4ccccc4)CC[C@H]3C2)c1,?
COC(=O)C1C(=O)NC(SCC(N)=O)=C(C#N)C1c1ccc(C)cc1 (centres undefined),?
CC1CCN(C(=O)c2cccc3c2-c2ccccc2/C3=N\O)CC1,i
Cc1nc(N2CCN(c3ccccn3)CC2)c2c(C)c(C(=O)N3CCCC3)sc2n1,?
Cc1cc(C)cc(NC(=O)c2cc(=O)c3ccccc3o2)c1,i
O=C(c1cc(-c2ccc(F)cc2)on1)N1CCc2ccccc2C1,i
O=C(NCc1ncc2c(n1)CCC2)c1cc(COc2cccc(F)c2)[nH]n1,i
O=C(C[C@@H]1CCNC[C@@H]1Cc1cc(-c2ccccc2)on1)N1CCc2ccccc2C1,?
Cc1cc(C)c(-c2nccn2Cc2cccnc2-n2cncn2)cc1C,i
CCCC12CN3CC(CCC)(CN(C1)C3c1ccc(C)cc1)C2=O (centres undefined),i
COc1cccc(CN(C)Cc2cc3ccc(F)cc3[nH]c2=O)c1,?
CCOc1ccc(OCC)c(S(=O)(=O)N2CCN(c3nc(C)cc(N(C)C)n3)CC2)c1,i
CC(=O)c1cccc(CN2CCOC(Cc3ccc(F)cc3)C2)c1 (centres undefined),i
Cc1cccc(C(C(=O)NCc2cn3cc(C)sc3n2)N(C)C)c1 (centres undefined),i
O=C(C1CCCN(C2CCN(c3nc4ccccc4o3)CC2)C1)N1CC=CC1 (centres undefined),i
COc1cc(C2C(C(=O)Nc3ccccn3)=C(C)NC3=C2C(=O)CC(C)(C)C3)ccc1O (centres undefined),i
O=C1CCC(C(=O)N2CCC(Cn3cccn3)CC2)CN1CC1CCCCC1 (centres undefined),?
CCOc1cc(CN2CCN(c3ccc(F)cc3)CC2)ccc1OC,i
Cc1ccc(N2C(=O)CC(NCc3ccc(Cl)c(Cl)c3)C2=O)cc1 (centres undefined),i
COc1ccc2cc(C(=O)Nc3ccccc3)c(=Nc3ccc(C#N)cc3)oc2c1,i
CS(=O)(=O)Cc1ccccc1,i
O=C(CSc1ccccn1)N1CCN(C(=O)CSc2ccccn2)CC1,i
O=C(c1cccs1)N1CCN=C1SCc1cccnc1,i
COc1ccc(-n2nc3c(c2NC(=O)c2ccc(C(C)(C)C)cc2)CS(=O)C3)cc1 (centres undefined),i
Cc1nccn1-c1ccccc1CNC(=O)[C@@H](O)c1ccccc1,?
O=C(NCC1CCCO1)c1cc2n(n1)C(C(F)(F)F)CC(c1ccc(Cl)cc1)N2 (centres undefined),i
CC(=O)c1sc(NC(=O)C2CCCCC2)nc1C,i
Cc1ccc(-n2c(SCC(=O)NCc3ccc(F)cc3)nc3c(c2=O)SCC3)cc1,?
Cc1oc(-c2ccc(Cl)cc2)nc1CN1CCC(C(=O)NCc2ccc3c(c2)OCO3)CC1,?
COc1cccc(C(=O)c2c[nH]c3ccc(OC)cc3c2=O)c1,i
CCCNC(=O)c1cc2c(=O)n3cccc(C)c3nc2n1C,i
CCSc1nnc2c(n1)OC(c1cccc([N+](=O)[O-])c1)Nc1ccccc1-2 (centres undefined),i
Cc1cc(Br)ccc1OCC(=O)O/N=C(/N)c1ccccn1,?

# Continuation:
SMILES,ST2 inh
COc1ccc(-c2ncc3ccccn23)cc1OC,i
Cn1c(CNc2cc(Cl)ccc2Cl)nc2ccccc21,i
C=CCOc1ccc(C2C(=C(O)c3ccc(OC)cc3)C(=O)C(=O)N2CCN(C)C)cc1 (centres undefined),i
CCOc1cc(OCC)cc(C(=O)Nc2cc(-c3nc4ncccc4o3)ccc2C)c1,?
O=C(c1ccc(S(=O)(=O)N2CCCC2)cc1)N1CCN(C/C=C/c2ccccc2)CC1,i
O=C(O)CCC(=O)N1CCc2cc(S(=O)(=O)N3CCCC3)ccc21,?
O=C(NCCC1=CCCCC1)C1CC12CCN(Cc1cc3ccccc3s1)CC2 (centres undefined),?
CCOC(=O)C1CCN(S(=O)(=O)NCc2ccccc2)CC1,?
COc1ccc(OC)c(CNC(=O)CC2C(=O)NCCN2Cc2cccc(F)c2F)c1 (centres undefined),i
CCCc1nc2nc[nH]n2c(=O)c1NC(=O)Nc1ccc(Br)c(C)c1,i

# Ordered by count of non-hydrogen atoms (rising): some entries from above
SMILES,ST2 inh
COc1ccc(-c2ncc3ccccn23)cc1OC,i
CCOC(=O)C1CCN(S(=O)(=O)NCc2ccccc2)CC1,?
O=C(O)CCC(=O)N1CCc2cc(S(=O)(=O)N3CCCC3)ccc21,?
CCCc1nc2nc[nH]n2c(=O)c1NC(=O)Nc1ccc(Br)c(C)c1,i
O=C(NCCC1=CCCCC1)C1CC12CCN(Cc1cc3ccccc3s1)CC2 (centres undefined),?
COc1ccc(OC)c(CNC(=O)CC2C(=O)NCCN2Cc2cccc(F)c2F)c1 (centres undefined),i
C=CCOc1ccc(C2C(=C(O)c3ccc(OC)cc3)C(=O)C(=O)N2CCN(C)C)cc1 (centres undefined),i

# Next entries.
SMILES,ST2 inh
CCCS(=O)(=O)c1c(S(=O)(=O)CCC)c2ccc(C(C)=O)cn2c1C(=O)c1ccccc1,i
CC(CCc1ccco1)NC(=O)c1cc(Cn2ccc3ccccc32)[nH]n1 (centres undefined),?
Cc1cccc(CN(C)[C@@H]2c3ccccc3C3(CCNCC3)[C@H]2O)n1,i
Cc1ccc(S(=O)(=O)NCc2nc3cccnc3n2Cc2ccc(F)cc2)cc1,i
O=C(CN1CCCCC1)Nc1ncc(Cc2ccc(Br)cc2)s1,i
O=C(O)c1cc2n(n1)C(C(F)(F)F)CC(c1ccc(Cl)cc1)N2 (centres undefined),i
O=C(Nc1ccc([N+](=O)[O-])cc1)c1cccc(S(=O)(=O)N2CCOCC2)c1,i
C=CCN(CC=C)C(=O)CN1CCCC(C(N)=O)C1 (centres undefined),i
O=C(C1CCCO1)N1CCN(Cc2ccc3c(c2)OCO3)CC1 (centres undefined),i
CCOc1ccc(C(=O)Nc2ccc(I)cc2Cl)cc1[N+](=O)[O-],i
COc1ccc(Br)cc1C1N(c2ccc(F)cc2)C(=O)C2CCCN21 (centres undefined),i
CC(C)CN(Cc1ccccn1)C(=O)c1coc2c1C(=O)CCC2,i
CCOC(=O)C1=C(CC)NC2=C(C(=O)CCC2)C1c1ccccc1 (centres undefined),i
Cc1ccc(NC(=O)CSc2cn(CCNC(=O)c3ccc(F)cc3)c3ccccc23)c(C)c1,i
COc1cc(C2C3=C(CC(C)(C)CC3=O)OC3=C2C(=O)CC(C)(C)C3)ccc1OC(C)=O,i
NS(=O)(=O)c1ccc(NC(=O)c2ccccc2[N+](=O)[O-])cc1,32%*
COc1ccc(N(C(=O)Cc2ccc(OC)c(OC)c2)C2C=CS(=O)(=O)C2)cc1 (centres undefined),i
CC(C)c1nnc(NC(=O)c2cc(Cl)cc(Cl)c2)s1,i
CC(=O)Oc1ccc2c(C)c(Cc3ccccc3)c(=O)oc2c1C,i
Clc1cc(Br)ccc1OCCCN1CCCC1,i

# Three of these compounds in a different format.
SMILES	ST2 inh
COc1cc(C2C3=C(CC(C)(C)CC3=O)OC3=C2C(=O)CC(C)(C)C3)ccc1OC(C)=O	i
NS(=O)(=O)c1ccc(NC(=O)c2ccccc2[N+](=O)[O-])cc1	32%*
COc1ccc(N(C(=O)Cc2ccc(OC)c(OC)c2)C2C=CS(=O)(=O)C2)cc1 (centres undefined)	i

# Continuation.
SMILES,ST2 inh
Cn1c(SCC(=O)NCCO)nc2sc3c(c2c1=O)CCCC3,i
Cc1cc(N(C)CCO)nc(-c2cccnc2)n1,i
Cc1ccc(-c2nnc(-c3nc(NC(C)c4ccccc4)c4ccccc4n3)o2)cc1 (centres undefined),i
Cc1[nH]c2ccccc2c1CN1CCc2ccccc2C1,i
O=S(=O)(c1ccc2ccccc2c1)N1CCn2c(nc3ccccc32)C1,i
CCNC(=O)c1ccc(N2CCN(Cc3ccc(OC)c(C)c3C)CC2)nc1,i
C=CCn1c(NC(C)=O)c(S(=O)(=O)c2ccccc2)c2nc3ccccc3nc21,i
Cc1ccc(NC(=O)C2CCN(S(=O)(=O)c3cccs3)CC2)cc1F,?
CCOc1ccc(S(=O)(=O)N=C2C=C(Nc3ccc(OC)cc3)C(=O)c3ccccc32)cc1,93%*
CCn1ncc(NC(=O)Cn2ccc(-c3cc4ccccc4o3)n2)n1,i

# Next section; the last three above are carried over.
SMILES,ST2 inh
Cc1ccc(NC(=O)C2CCN(S(=O)(=O)c3cccs3)CC2)cc1F,?
CCOc1ccc(S(=O)(=O)N=C2C=C(Nc3ccc(OC)cc3)C(=O)c3ccccc32)cc1,93%*
CCn1ncc(NC(=O)Cn2ccc(-c3cc4ccccc4o3)n2)n1,i
Cc1ccc(CC2SC(=Nc3ccccc3)NC2=O)cc1 (centres undefined),?
COc1cccc2cc(C(=O)NC(C)=O)c(=Nc3ccccc3F)oc12,33%*
O=C(c1cn(Cc2cccc3ccccc23)nn1)N1CCN(c2nc3ccccc3o2)CC1,i
COC(=O)C1=C(N)OC2=C(C(=O)CC(c3ccccc3)C2)C1c1ccc(C)cc1 (centres undefined),?
Cc1n[nH]c(C)c1CNC(=O)c1cc(COc2c(F)cccc2F)on1,?
CC1CCCCN1S(=O)(=O)c1ccc(NC(=O)c2ccccc2[N+](=O)[O-])cc1 (centres undefined),i
c1cn2c(NC3CCCC3)c(-c3ccc(N4CCOCC4)cc3)nc2cn1,i
COc1ccccc1C/C(N)=N\OC(=O)c1ccc(C(C)(C)C)cc1,i
CN1CCN(c2nc3c(c(=O)n(C)c(=O)n3C)n2Cc2ccc(Cl)cc2Cl)CC1,i
COCCOC(=O)C1=C(N)OC2=C(C(=O)CCC2)C1c1ccc(Br)cc1 (centres undefined),i
CCC(C)(C)C(=O)NCc1cccnc1,i
Cc1ccccc1NC(=O)C1Cc2ccccc2C(=O)O1 (centres undefined),?
CN1CCCN(Cc2cccc(F)c2)CC1,i
C=CCOc1nc2c(c(=O)n(C)c(=O)n2C)n1C,i
O=C(CCC1CCCN(C(=O)CC2=CCCCC2)C1)N1CCN(Cc2ccccc2)CC1 (centres undefined),i
O=C1CSc2ccc(C(=O)NCc3ccc(F)cc3)cc2N1,i
CCOC(=O)N1CCC(N2CCC3(CCCN(Cc4cccc(C)c4)C3)C2)CC1 (centres undefined),i
CCOC(=O)c1ccc2[nH]c3c(c2c1)CCCC3O (centres undefined),i
COC(=O)c1c(C)nc2ccccc2c1C(=O)O,?
CCC(C(=O)N1CCC(C(N)=O)CC1)c1ccccc1 (centres undefined),?
COc1ncccc1-c1cc(C(=O)NC2CC2)ccn1,?
COc1ccccc1OCC(=O)NCC1CCCN(C(=O)CC2=CCCCC2)C1 (centres undefined),i
Cn1c(CCNC(=O)C2CC23CCN(CC2=CC[C@H]4C[C@@H]2C4(C)C)CC3)nc2ccccc21 (some centres undefined),i
COc1cc(OC)cc(-n2c(=O)c3sccc3n(Cc3ccccc3F)c2=O)c1,i
CCCC1(O)CC(c2ccccc2)NC(c2ccccc2)C1C (centres undefined),i
CC(C)C(=O)Nc1cnc2ccccc2c1,i
Cc1cccc(CSC2=NCCN2C(=O)c2cccs2)c1,i
CC(C)COc1ccc(C(=O)NCC2OCCc3ccccc32)cc1 (centres undefined),i
Cc1sc2nc3c(C(=O)N4CCN(c5ccccn5)CC4)cccn3c(=O)c2c1C,i
Cc1cnc(NCc2ccc3c(c2)OCCCO3)nc1N(C)C,i

# A portion of the library; rates above refer to the full screens.
